Screening data deposited in PubChem BioAssay by several laboratories.
HCV core dimer = blocks dimerization of HCV core protein | inhibition, % at 5 µM | hit rate 0.33% among 300,000 | AID 1899 | TR-FRET GST/Flag-core106 dimerization, 1536-well;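 active means inhibition above the mean of all tested compounds plus 3 SD, set per screening campaign, cut at about 45% in these data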
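System: GST-tagged and Flag-tagged HCV core protein residues 1-106 / Input: core106 proteins, GST 13.5 nM and Flag 17 nM / Buffer or medium: KF-containing HEPES buffer, pH 7.45, DTT, CHAPS, BSA / Probe or stimulus: Eu-anti-GST and XL665-anti-Flag labelled anti-tag antibodies / Schedule: 4 h, 22.5 °C incubation / Technique: TR-FRET 671 and 617 nm emission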
PP5 primary = PP5 (human) phosphatase inhibition. P53041. purified PP5c, OMFP substrate fluorescence. inhibition, % at 6.7 µM. hit rate 0.18% among 320,000;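 active means inhibition above the campaign's mean inhibition across all tested compounds plus 3 SD, cut at about 9.5% in these data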;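 further: 0% = DMSO only and 100% = 100 µM cantharidin control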
PP1 counter = counter-screen for PP5 inhibitors: inhibitors of human PP1-alpha; P62136; purified PP1alpha, OMFP fluorescence; inhibition, % at 6.7 µM; hit rate 0.9% among 320,000;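 active means inhibition above the mean inhibition of all tested compounds plus 3 SD, computed separately for each screening campaign, cut at about 15% in these data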
procasp7 counter = activates human procaspase-7, counter-screen for procaspase-3 activators. P55210. recombinant procaspase-7, Ac-DEVD-pNA absorbance 405 nm; D23A/D198A/D206A triple mutant, cannot self-cleave; scale: DMSO 0, 5 µM enzyme 100. activation, % at 8.5 µM. hit rate 0.093% among 330,000. AID 463210;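 active means percent activation above the screen-wide mean plus 3 SD, cut at about 25% in these data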
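Replicates: singlicate. Assay system: Procaspase-7 triple mutant (PC-7 D3A). Signal: 405 nm absorbance of p-nitroaniline. Times: 1 h preincubation, 2 h reaction. Buffer or medium: Zinc-free HEPES pH 7.4 with 300 mM NaCl, 0.01% Triton X-100. Also added: DEVD-pNA substrate. Benchmarks: DMSO wells as 0%, DMSO with 5 µM added PC-7 as 100%.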
CTSL1 counter = counter-screen for PFM18AAP inhibitors: inhibitors of F. hepatica cathepsin L1; recombinant F. hepatica cathepsin L1, Z-Leu-Arg-MCA fluorescence; inhibition, % at 5.96 µM; hit rate 0.49% among 300,000;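 active means inhibition above the mean of all tested compounds plus 3 SD, set per screening campaign, cut at about 17% in these data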;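 further: 0% = plate median of test compound wells and 100% = 1 µM Z-Phe-Ala-diazomethylketone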
GRK2 inh = human GRK2 inhibition via aptamer displacement; P25098; bead flow cytometry, FAM-aptamer displacement from GRK2; inhibition of aptamer binding, % at 10 µM; hit rate 0.59% among 330,000;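 active means inhibition of aptamer binding above 40%, roughly 3 SD of noise, on plates passing a quality check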;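 further: median bead fluorescence of bound FAM aptamer so fluorescent compounds give negative values; no value below 0 was filed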
proCasp3 act = procaspase-3 (human) activation; hit rate 0.11% among 330,000; P42574; activation, % at 8.5 µM; recombinant procaspase-3 D3A, Ac-DEVD-pNA absorbance 405 nm; AID 463141;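 active means activation above the mean of all tested compounds plus 3 SD, cut at about 21% in these data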;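 further: 0% = DMSO alone and 100% = DMSO wells spiked with extra 5 µM PC-3 D3A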
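Compound: 8.5 µM single point, 0.8% DMSO / Material: Autoprocessing-dead procaspase-3 D3A mutant enzyme / Timing: 1 h preincubation plus 2 h reaction at 25 °C / Medium: Zinc-free HEPES/NaCl buffer with 0.01% Triton X-100 at pH 7.4 / Technique: 405 nm absorbance of p-nitroaniline, reads at 0 and 120 min / Repeats: one well per compound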
GASC-1 inh = human JMJD2C demethylase inhibition; Q9H3R0; hit rate 0.069% among 330,000; inhibition, % at 2.35 µM; GST-JMJD2C(1-420) H3K9me3 demethylation, DELFIA europium; AID 2099;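 active means more than half of a compound's replicate wells show inhibition beyond 50%, single wells judged on their own value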;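 further: signal counts dimethyl H3K9 product captured on neutravidin plate; 0% = median of DMSO wells and 100% = 0.3 times that DMSO median; strong numbers were not always called active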
VLA-4 inh = inhibition in a human VLA-4 binding assay; P13612; VLA-4 expressing cells, ligand binding flow cytometry; inhibition, % (about 7 µM as worked out from the volumes in the protocol); hit rate 0.2% among 330,000; AID 2557; in the data active means inhibition above about 50%
Target sequence (P13612 whole entry, looked up): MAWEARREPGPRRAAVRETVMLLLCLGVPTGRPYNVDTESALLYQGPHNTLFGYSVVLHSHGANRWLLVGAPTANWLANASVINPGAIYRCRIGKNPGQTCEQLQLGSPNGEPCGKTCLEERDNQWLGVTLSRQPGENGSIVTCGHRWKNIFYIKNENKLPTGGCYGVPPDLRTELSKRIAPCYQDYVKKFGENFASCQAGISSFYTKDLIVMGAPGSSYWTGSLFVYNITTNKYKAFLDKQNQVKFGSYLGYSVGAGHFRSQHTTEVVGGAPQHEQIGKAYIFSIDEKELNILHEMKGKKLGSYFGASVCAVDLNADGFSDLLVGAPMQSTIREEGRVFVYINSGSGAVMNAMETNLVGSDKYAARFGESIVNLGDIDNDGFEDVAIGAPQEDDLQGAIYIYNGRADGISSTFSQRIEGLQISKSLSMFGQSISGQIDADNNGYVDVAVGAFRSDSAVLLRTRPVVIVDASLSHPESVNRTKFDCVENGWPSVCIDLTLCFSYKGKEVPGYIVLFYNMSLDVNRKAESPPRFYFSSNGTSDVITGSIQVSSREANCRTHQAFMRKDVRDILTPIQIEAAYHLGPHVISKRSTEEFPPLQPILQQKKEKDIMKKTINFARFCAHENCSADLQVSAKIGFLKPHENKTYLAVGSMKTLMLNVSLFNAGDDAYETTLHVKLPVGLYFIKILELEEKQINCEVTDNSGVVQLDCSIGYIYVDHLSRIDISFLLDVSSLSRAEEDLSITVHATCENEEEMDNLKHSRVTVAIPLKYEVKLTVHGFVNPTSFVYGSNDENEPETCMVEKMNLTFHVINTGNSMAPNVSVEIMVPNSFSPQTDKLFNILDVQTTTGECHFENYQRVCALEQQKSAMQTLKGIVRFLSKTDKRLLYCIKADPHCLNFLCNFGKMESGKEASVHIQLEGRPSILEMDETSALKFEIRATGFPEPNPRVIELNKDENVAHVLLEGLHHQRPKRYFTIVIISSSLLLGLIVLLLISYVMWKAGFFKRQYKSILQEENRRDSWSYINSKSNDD
An asterisk follows results filed as active; i = inactive; nt = not tested or not shown.

SMILES	HCV core dimer	PP5 primary	PP1 counter	procasp7 counter	CTSL1 counter	GRK2 inh	proCasp3 act	GASC-1 inh	VLA-4 inh
CCOC(=O)N/N=C\c1ccc([N+](=O)[O-])s1	-2.0	-0.1	-3.2	1.1	-1.0	0.0	-2.3	5.0	9.3
C[n+]1cn(/N=C/c2ccccc2)c2ccccc21	-2.2	-0.4	-1.9	-4.9	-0.2	0.0	-2.7	2.2	9.9
Cc1ccc(C(=O)CN(CCCC(N)=O)C(=O)c2ccncc2)cc1	6.3	1.0	-2.6	-2.1	-3.6	0.0	-1.6	12.7	26.9
O=C(NCc1ccco1)c1cc(-c2ccco2)on1	-2.2	1.2	2.6	3.2	1.2	0.0	-1.2	20.6	2.5
Cc1ccccc1-n1cc(CNC(=O)C2CCC(=O)N(C3CC3)C2)cn1 (configuration not stated)	6.5	1.4	-3.5	16.9	-0.9	0.0	-1.4	-4.4	-4.4
Cc1ccc(NC(=S)NCCN2CCOCC2)cc1C	-4.1	2.2	-6.6	10.7	-0.8	3.0	5.9	-6.0	21.0
CCCn1nc(C(=O)Nc2nnc(CC)s2)c2ccccc2c1=O	-4.6	1.4	0.5	-1.8	6.8	1.0	5.4	1.8	6.6
CN1CCCN(Cc2ccc(Cl)cc2Cl)CC1	-4.3	-2.0	1.1	5.2	-2.6	0.0	6.3	6.1	30.6
CNC(=O)c1ccc(-c2nc(-c3ccccc3)cs2)cc1	1.5	2.2	1.0	-2.6	2.0	4.0	1.5	6.9	6.6
COC(=O)c1ccc2c(=O)n(CCCCCC(=O)O)c(=S)[nH]c2c1	-8.6	-1.5	-3.7	13.3	-0.9	0.0	2.0	10.2	-3.8
CCCNc1c(NC(=O)COc2ccc(Cl)cc2)c(=O)oc2ccccc12	1.3	1.8	-0.3	-13.4	-0.2	0.0	0.1	4.9	6.2
O=C(CN1CCN(S(=O)(=O)c2ccccc2)CC1)Nc1ccnn1C1CCCC1	nt	1.9	-3.6	0.8	nt	0.0	8.5	-7.8	9.6
Cc1cccc(Nc2nnc(SCC(=O)NC3CCCc4ccccc43)s2)c1C (configuration not stated)	12.4	-0.2	-0.9	-10.0	2.0	3.0	-4.5	-3.4	-1.1
COC(=O)CSc1nsc(SCC(=O)OC)n1	-4.8	2.6	-1.8	1.1	1.3	3.0	2.4	5.3	5.3
Clc1ccc2c(c1)C1=C(C(c3ccncc3)O2)C(c2ccc(Br)cc2)n2ncnc2N1 (configuration not stated)	15.6	0.5	20.3*	2.9	3.7	0.0	4.8	-5.0	3.7
O=C(CN1CCN(C(=O)C2CC2)CC1)Nc1cc(C(F)(F)F)cc(C(F)(F)F)c1	nt	3.6	1.9	9.8	nt	0.0	5.6	-3.4	5.1
O=C1c2ccccc2NC(c2ccc([N+](=O)[O-])cc2)N1O (configuration not stated)	-3.5	1.1	-0.2	-3.7	-4.4	0.0	-2.5	-16.1	-26.3
Cc1nc(C)n(CC(=O)N2CCCC(C(=O)c3ccc(Cl)cc3C)C2)n1 (configuration not stated)	2.2	-0.1	1.4	-1.7	1.3	1.0	9.2	-3.4	12.3
CCn1c(CSc2nc3ccccc3s2)nnc1SCC(=O)c1ccc(Cl)cc1	-7.2	-1.3	21.9*	-19.5	2.5	1.0	0.5	-0.9	3.9
Cc1csc(C(=O)O)c1-n1cccc1	-5.3	-1.2	-0.4	1.3	-1.8	18.0	3.0	8.1	-0.2
CCCc1[nH]nc2c1C(c1ccc(OC)c(Cn3nc(C)c(Br)c3C)c1)C(C#N)=C(N)O2 (configuration not stated)	24.3	2.5	3.5	6.7	2.1	1.0	5.5	7.1	5.6
Cc1cc(C(=O)CN2C(=O)NC3(CCCc4ccccc43)C2=O)c(C)n1Cc1cccs1 (configuration not stated)	31.2	3.3	5.3	6.4	2.0	3.0	4.0	1.7	7.0
COc1ccc(OCC(O)CN2C(=O)c3ccccc3S2(=O)=O)cc1 (configuration not stated)	-6.4	0.2	1.8	-4.0	-0.8	0.0	-7.7	4.5	1.5
CC(Oc1ccc2c3c(c(=O)oc2c1)CCC3)C(=O)NCCN1CCOCC1 (configuration not stated)	-5.7	1.7	-2.2	3.4	1.0	0.0	-3.0	-6.2	11.7
CN1CC(=O)N(CC(=O)NC2CCCCC2)C1=O	nt	nt	nt	6.0	nt	0.0	8.0	-8.8	-0.2
Next entries follow.
SMILES	HCV core dimer	PP5 primary	PP1 counter	procasp7 counter	CTSL1 counter	GRK2 inh	proCasp3 act	GASC-1 inh	VLA-4 inh
CCOC(=O)c1ccc(NC(=O)Cn2cc3c(n2)CCC(C)C3)cc1 (configuration not stated)	3.5	0.5	-0.8	11.7	3.7	2.0	1.5	68.7	11.3
O=C(NCCS(=O)(=O)NCc1ccccn1)c1ccccc1	-1.7	0.8	-2.7	0.4	2.8	0.0	6.6	i	7.9
COc1ccc(NC2=NCC(Cc3ccc(Br)cc3)S2)cc1 (configuration not stated)	-6.9	3.7	15.8*	7.0	0.7	0.0	1.5	4.4	7.5
CC(=O)NC(=S)Nc1ccc(NC(=S)NC(=O)c2ccc([N+](=O)[O-])cc2)cc1	25.7	-1.1	10.0	1.8	11.9	0.0	2.1	-1.4	3.4
CCOC(=O)C1(Cc2ccccc2C)CCCN(C(=O)CCc2c(C)noc2C)C1 (configuration not stated)	-20.9	2.5	-2.9	3.6	2.0	0.0	4.4	21.2	4.0
C=CCn1c(=O)/c(=C\c2ccsc2)s/c1=C(/C#N)C(=O)NCCN1CCOCC1	2.2	0.4	0.3	8.0	1.1	4.0	-7.0	-30.2	-6.4
COc1ccc(C(=O)OCC(=O)NC2CCCC2)c(OC)c1	-0.2	2.7	2.8	4.6	-0.7	0.0	-0.1	3.6	-10.5
Cc1onc(-c2c(F)cccc2Cl)c1C(=O)Nc1nc2c(s1)CCCC2	5.6	0.4	1.3	3.1	2.8	0.0	3.1	2.2	5.9
Cc1cc(C(=O)OCC(=O)Nc2cccc(S(N)(=O)=O)c2)c2ccccc2n1	-0.3	2.1	-3.1	9.8	-13.4	0.0	-11.0	1.1	-4.6
S=C(NCc1cccnc1)c1ccccc1	-14.8	0.1	2.2	0.6	6.2	0.0	-3.5	-3.0	-5.4
Cc1noc(C)c1NC(=O)N(C)C[C@H]1Oc2ccc(NC(=O)CCC(F)(F)F)cc2C(=O)N([C@H](C)CO)C[C@@H]1C	nt	nt	nt	-1.2	nt	5.0	3.3	30.5	34.7
Cc1ccc(NC(=O)c2cc3c(=O)oc4ccc(C)cc4c3s2)nc1	2.5	-1.0	3.0	3.2	-1.6	0.0	4.8	-1.8	-1.2
NNC(=O)/C=C/c1ccc(Cl)cc1Cl	10.9	0.7	-4.5	0.3	-0.7	3.0	3.8	-4.9	9.2
CC(C)(C)c1ccc(C(=O)Nc2ccc(C(=O)NCc3cccnc3)cc2)cc1	-3.2	4.5	3.2	-1.6	-4.0	1.0	-4.0	8.0	12.7
Cn1c(=O)c2c(nc(N/N=C/c3ccc(OC(=O)c4ccco4)cc3)n2Cc2ccccc2)n(C)c1=O	8.2	1.1	-3.9	-4.2	1.7	0.0	-2.2	4.7	16.6
CCn1nnnc1Oc1ccc(Cl)cc1	1.7	1.0	-2.3	9.6	-1.8	2.0	-1.9	2.8	15.8
CC12CCC(C(=O)N/N=C/c3ccc(O)cc3O)(OC1=O)C2(C)C (configuration not stated)	-2.3	0.2	-4.8	16.5	0.0	0.0	6.8	3.9	nt
O=c1[nH]c2ccccc2c(O)c1-c1cc2ccccc2oc1=O	-3.9	0.9	-1.6	7.8	2.6	2.0	0.5	-1.3	-5.5
CCOC(=O)N1CCN(c2cc(=O)n(-c3ccc(OC)cc3)c(=O)[nH]2)CC1	-2.0	1.6	-4.3	-8.4	-3.7	0.0	-9.0	-2.7	33.0
CCCCNC(=O)c1sc2ncnc(N3CCc4ccccc4C3)c2c1C	13.4	4.2	10.9	-9.9	-2.1	1.0	1.0	5.7	-1.4
CC(CCl)OC(C)CCl (configuration not stated)	nt	-0.5	-2.2	9.9	nt	2.0	-5.5	-3.3	9.5
CCOC(=O)/C(N=Nc1ccc(Cl)cc1)=C(/O)c1ccc([N+](=O)[O-])cc1	0.0	0.0	2.5	-8.2	-1.1	0.0	-0.3	-4.4	-3.6
CCOc1ccc(S(=O)(=O)NCCC(=O)OC(C)C(=O)N2CCc3ccccc32)cc1 (configuration not stated)	8.3	1.6	-0.3	-11.4	-16.9	2.0	-1.3	65.3	8.0
CCN(CC)c1cc(Cl)c2nonc2c1N	-2.2	0.2	-2.0	-6.5	0.0	nt	-16.6	-4.3	2.5
Cc1nnc(NC(=O)c2ccc(S(=O)(=O)N(C)c3ccccc3)cc2)s1	nt	2.5	-0.1	-5.2	nt	0.0	-3.6	-2.5	-32.6

In the list so far, two have a cyano group.
SMILES	HCV core dimer	PP5 primary	PP1 counter	procasp7 counter	CTSL1 counter	GRK2 inh	proCasp3 act	GASC-1 inh	VLA-4 inh
CCCc1[nH]nc2c1C(c1ccc(OC)c(Cn3nc(C)c(Br)c3C)c1)C(C#N)=C(N)O2 (configuration not stated)	24.3	2.5	3.5	6.7	2.1	1.0	5.5	7.1	5.6
C=CCn1c(=O)/c(=C\c2ccsc2)s/c1=C(/C#N)C(=O)NCCN1CCOCC1	2.2	0.4	0.3	8.0	1.1	4.0	-7.0	-30.2	-6.4

Other entries:
SMILES	HCV core dimer	PP5 primary	PP1 counter	procasp7 counter	CTSL1 counter	GRK2 inh	proCasp3 act	GASC-1 inh	VLA-4 inh
COc1cccc(NC(=O)CN(C)C(=O)CCCNC(=O)c2ccc(Cl)cc2)c1	nt	0.7	-2.1	7.5	nt	0.0	9.9	9.5	48.5
O=C(CSc1ncc(-c2ccccc2)n1C1CCCC1)N1CCc2ccccc21	13.2	2.4	-3.5	-2.2	-1.5	2.0	-8.1	-3.0	18.0
Cc1ccc(Sc2ncccc2COC(=O)Nc2c(C)cccc2C)cc1	4.1	3.7	4.3	-0.6	1.7	0.0	-2.6	-2.1	-2.0
COc1ccc(NS(=O)(=O)c2cccc(Cl)c2)cc1S(=O)(=O)N1CCCCC1	2.8	3.2	-0.2	-0.2	-4.4	0.0	-0.3	-1.7	8.3
COCCNC(=O)c1cc(OC)c(OC)cc1[N+](=O)[O-]	7.6	0.3	-1.2	6.4	-6.7	1.0	-4.0	-2.4	10.3
Clc1ccc(-c2nnc(-c3ccccc3)c(-c3c[nH]c4ccccc34)n2)cc1	1.8	-0.6	-6.6	-5.5	-2.6	14.0	0.4	0.6	9.4

Random draw from the library; any-hit rate near 2.6%.
